# Compound activity from PubChem.
# Tat export inh: blocks Tat-dependent protein export in E. coli | AID 488895 | E. coli MC4100 TorA-mCherry Tat export, fluorescence | hit rate 0.036% among 340,000 | inhibition, % at 10 µM;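 active = mean replicate inhibition at least 50% and at least half of replicates individually reaching 50%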;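 note: exported cargo escapes ClpAP degradation while cytoplasmic cargo is degraded and loses fluorescence; 0% = median of neutral control wells and 100% = median of NaSCN control wells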
# phage Ecoli inh: E. coli growth loss with phage present | growth absorbance | inhibition, % at 11.9 µM | hit rate 0.26% among 360,000; in the data active = inhibition above about 11%
# HTR5A ag: counter-screen for OPRM1-OPRD1 agonists: human HTR5A agonism; activation, % at 9.3 µM; P47898; HTR5A agonist assay, luminescence, cell-based; hit rate 0.61% among 340,000; AID 504692; in the data active = activation mostly above about 9.5%, no sharp cut-off; inactive = mostly below about 7.6%;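 note: 0% = cells with vehicle only and 100% = reference agonist; strong numbers were not always called active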
# Target sequence (P47898 whole entry, looked up): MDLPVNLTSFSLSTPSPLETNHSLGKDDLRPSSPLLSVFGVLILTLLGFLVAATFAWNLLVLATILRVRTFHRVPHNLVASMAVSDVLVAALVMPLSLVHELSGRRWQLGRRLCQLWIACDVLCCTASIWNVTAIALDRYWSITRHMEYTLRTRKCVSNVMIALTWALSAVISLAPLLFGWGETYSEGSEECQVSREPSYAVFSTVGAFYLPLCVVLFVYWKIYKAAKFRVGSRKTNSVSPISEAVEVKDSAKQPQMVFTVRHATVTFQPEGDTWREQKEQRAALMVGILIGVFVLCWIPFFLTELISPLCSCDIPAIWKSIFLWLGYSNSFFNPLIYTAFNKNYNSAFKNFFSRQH
# Ecoli viability: reduces bacterial viability in AddAB counter-screen. E. coli V3065 growth, OD600 absorbance, 18 h. inhibition, % at 11.9 µM. hit rate 0.27% among 330,000. AID 449728;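 active = inhibition above the campaign's mean inhibition across all tested compounds plus 3 SD, cut at about 9.9% in these data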;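 note: uninfected addAB+ strain grown without phage in ampicillin broth; 0% = DMSO wells and 100% = ciprofloxacin 0.95 µg/ml wells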
# AddAB inh: less growth of phage-infected E. coli with AddAB; E. coli expressing H. pylori AddAB, absorbance growth; hit rate 0.29% among 330,000; inhibition, % at 11.9 µM; in the data active = inhibition above about 12%;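 note: 0% = vehicle wells of infected cells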
# DAGLB inhibitor: blocks human DAGLB lipase activity; HEK293T DAGLB membrane lysate, EnzChek fluorogenic substrate; inhibition, % at 5.17 µM; hit rate 0.059% among 340,000; AID 504411; in the data active = inhibition above about 34%;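 note: 0% = enzyme with vehicle and 100% = wells lacking enzyme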
# Target sequence (Q8NCG7 whole entry, looked up): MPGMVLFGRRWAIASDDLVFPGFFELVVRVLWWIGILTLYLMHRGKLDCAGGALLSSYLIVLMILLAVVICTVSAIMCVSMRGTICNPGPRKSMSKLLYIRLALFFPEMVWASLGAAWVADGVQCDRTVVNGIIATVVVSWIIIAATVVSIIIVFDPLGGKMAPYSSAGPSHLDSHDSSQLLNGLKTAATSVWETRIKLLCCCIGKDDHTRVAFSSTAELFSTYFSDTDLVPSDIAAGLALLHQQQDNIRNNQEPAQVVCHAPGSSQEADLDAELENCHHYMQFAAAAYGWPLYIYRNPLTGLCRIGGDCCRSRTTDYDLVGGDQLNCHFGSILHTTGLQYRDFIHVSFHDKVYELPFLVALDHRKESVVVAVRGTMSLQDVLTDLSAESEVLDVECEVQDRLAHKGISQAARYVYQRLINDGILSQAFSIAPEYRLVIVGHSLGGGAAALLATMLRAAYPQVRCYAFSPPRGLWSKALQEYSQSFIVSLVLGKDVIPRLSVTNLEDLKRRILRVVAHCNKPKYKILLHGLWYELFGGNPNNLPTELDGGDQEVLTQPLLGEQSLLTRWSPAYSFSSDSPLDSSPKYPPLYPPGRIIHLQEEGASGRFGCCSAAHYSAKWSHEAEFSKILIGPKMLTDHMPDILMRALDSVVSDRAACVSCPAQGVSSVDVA
# HTR5A inv ctr: HTR5A inverse agonism, opioid heterodimer counter-screen; P47898; HTR5A cell line, luminescence; inhibition, % at 9.3 µM; hit rate 0.083% among 340,000; in the data active = inhibition mostly above about 23%, no sharp cut-off; inactive = mostly below about 18%;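 note: 0% = cells with DMSO and 100% = no-cell wells with DMSO; some compounds called inactive have numbers as strong as hits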
# PKA-R2B act: PKA-R2B complex activation; P22694+P31323; AID 504700; PKA-R2B holoenzyme dissociation, Cy5-IP20 fluorescence polarization; R2B truncated from residue 108, S112A mutant; 0% DMSO only, 100% 113 µM cGMP; activation, % at 11.4 µM; hit rate 0.079% among 340,000;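 active = activation above a cutoff set at the mean over all compounds plus 3 SD, cut at about 18% in these data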;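 note: higher means more holoenzyme dissociation and a rise in polarization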
# SUMO Mot1 rescue: blocks SUMOylation pathway, rescuing yeast Mot1-301 growth; growth rescue, % at 18.8 µM; S. cerevisiae Mot1-301 growth rescue, ATP luminescence, 38.5C; percent above DMSO median, 100 means doubled; hit rate 1% among 320,000;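 active = every valid replicate shows activation above 250% relative to neutral control wells; inactive = the rest, any valid replicate at or below 250%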;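 note: OY570 slx delta 5 strain wells were the positive control but not used for scaling; some compounds called inactive have numbers as strong as hits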
# CDK5 inh: CDK5/p35 (human) kinase inhibition | AID 488839 | hit rate 0.01% among 330,000 | Recombinant CDK5/p35, ADP-Glo luminescence, 60 min | Q00535+Q15078 | inhibition, % at 10 µM;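 active = highest replicate inhibition of at least 50% and at least 75% of replicates reaching 50%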;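 note: plate controls were DMSO neutral control for no effect and GW8510 at 10 µM for full effect; many of its hits are not listed in these tables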
# PKA-R1A activ: activators of PKA-R1A complex; P00514+P68181; PKA-R1A dissociation, Cy5-IP20 fluorescence polarization; scaled: DMSO 0%, 113 µM cGMP 100%; activation, % at 11.4 µM; hit rate 0.083% among 340,000;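 active = percent activation above the mean of all tested compounds plus 3 SD, cut at about 19% in these data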;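 note: higher means more PKAc released from R1A so a rise in polarization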
# Numbers without * were called inactive; / = not tested or not shown.
SMILES,Tat export inh,phage Ecoli inh,HTR5A ag,Ecoli viability,AddAB inh,DAGLB inhibitor,HTR5A inv ctr,PKA-R2B act,SUMO Mot1 rescue,CDK5 inh,PKA-R1A activ
CCCC(=O)Nc1c(C(=O)OCC)oc2ccccc12,9.7,2.2,-0.3,-0.2,1.1,-2.2,0.8,-16.0,-5.8,2.2,-2.9
CC(=O)Nc1ccccc1NC(=O)C/C(C)=N/NC(=O)c1ccccn1,-0.1,3.2,-4.2,-4.1,2.3,-1.7,-16.6,-10.9,-1.6,0.6,-0.7
N/N=C(\c1ccccc1)C12CN3CN(CN(C3)C1)C2,-5.2,4.6,0.5,-1.6,1.7,-3.6,29.2,11.9,2.5,-0.2,-7.1
Cc1cc2cc(C(c3nnnn3Cc3ccco3)N3CCc4ccccc4C3)c(=O)[nH]c2cc1C (stereo unspecified),-3.0,1.8,8.5,-0.9,5.5,2.8,-21.6,-5.5,-10.2,1.0,-9.5
CCOC(=O)C1(Cc2cccc(OC)c2)CCN(Cc2cccc(OC)c2OC)CC1,2.1,1.8,-1.2,1.7,0.2,-3.0,-6.4,-6.1,3.6,-0.1,3.1
Cc1cc(S(=O)(=O)N2CCN(CC(=O)NC(C)(C#N)C3CC3)CC2)ccc1Br (stereo unspecified),8.1,4.5,-8.4,/,/,-1.1,23.1,3.1,/,-1.6,-21.9
O=c1[nH][nH]c(C(F)(F)F)c1C=Nc1ccccc1Cl,-9.8,1.5,3.1,-2.7,-1.0,-1.5,-8.3,4.3,-2.5,0.3,3.9
O=S(=O)(Nc1ccc(Cc2ccncc2)cc1)c1ccc(Br)cc1,-0.5,1.2,1.3,-0.5,3.3,-5.7,6.1,-0.1,3.9,0.0,-3.9
C=CCC1(CC=C)CCCN1C(=O)c1cc(COc2ccc(F)c(F)c2)on1,-2.2,3.7,-3.4,4.1,3.4,-16.6,-14.4,-3.9,20.2,/,-8.6
COc1cc2c(cc1OC)CN(S(=O)(=O)c1cccs1)CC2,2.9,3.2,-0.9,1.8,4.7,-3.3,2.4,0.2,-38.9,0.5,1.3
CC(C)CC1(C2CCCC2)NC(=O)NC1=O (stereo unspecified),3.8,2.9,-1.3,/,/,0.8,5.1,8.3,/,0.2,7.1
C#CCNC(=O)C1=C[C@@H](c2ccccc2)C[C@@H](OCc2ccc(CO)cc2)O1,6.5,2.9,-1.4,-1.8,-0.8,0.1,6.9,1.8,-7.0,-1.3,-1.9
COc1ccc(OC)c(NC(=O)C(=O)N/N=C(\C)CC(=O)Nc2ccc(Cl)cn2)c1,-0.8,2.1,0.5,-0.1,-1.3,-0.6,17.3,-7.7,-19.4,2.1,-9.0
CCc1cc(=O)oc2cc(OCC(=O)N(CC)CC)c(Cl)cc12,-2.9,0.8,5.5,-3.7,2.6,0.2,-15.1,-2.0,96.0,0.5,5.7
Cc1cccc(C)c1-n1nnnc1C(C)(C)N1CCN(N=O)CC1,-4.5,0.4,1.4,-1.1,4.2,-1.3,-15.3,10.4,-2.1,-0.2,-0.6
CC(c1ccccc1)N1C(=O)c2ccc(C(=O)NCc3ccco3)cc2C1=O (stereo unspecified),1.8,1.4,-3.1,/,/,-1.2,-11.5,6.4,/,-1.3,6.3
Cc1c(C)n2c(SCC(=O)NC3CCCC3)nnc2[nH]c1=O,15.6,-0.1,-1.1,1.5,3.5,0.8,19.6,10.0,-6.9,-0.6,4.2
COc1ccc(-c2csc(NC(=S)NC(=O)c3cc4ccccc4o3)n2)cc1Br,4.2,-0.8,3.4,0.6,3.4,2.2,-14.0,1.1,-15.5,/,-6.8
CC(C)NC(=O)Cn1c(SCC(=O)c2ccc(F)cc2)nc2ccccc21,0.3,0.2,/,2.2,2.6,1.3,/,13.4,1.3,/,0.6
Cc1ccc(NC(=O)C(C)OC(=O)c2nc(Cl)ccc2Cl)cc1S(=O)(=O)N1CCOCC1 (stereo unspecified),-2.2,1.4,6.0,/,/,2.2,2.8,-0.8,/,-1.9,9.2
O=C(COc1ccc(S(=O)(=O)N2CCCC2)cc1)N1CCCCC1,-3.7,1.7,-1.8,-0.9,4.3,-0.3,5.1,1.9,221.2,0.0,0.8
O=S(=O)(c1cccs1)N1CCC(CO)(Cc2ccc(Cl)cc2)CC1,0.0,2.3,-3.7,1.4,2.5,-2.9,20.1,-12.9,17.0,-1.8,-4.8
CCOC(=O)C1CCN(C(=O)CNC(=O)c2nn(-c3ccc(OC)c(OC)c3)c(=O)c3ccccc23)CC1,-4.3,-1.2,-3.4,1.3,3.3,-2.2,9.0,-14.7,-13.7,-1.9,9.9
c1ccc(-n2cnnc2SCc2cn3cccnc3n2)cc1,-3.6,-0.5,8.1,0.4,3.0,-0.1,1.5,-0.4,5.3,0.7,6.2
COc1ccc(NC(=O)CCc2nnc3ccc(N4CCC(C)CC4)nn23)cc1,-2.3,1.6,7.7,-0.6,2.9,0.8,31.4,-0.7,-8.8,1.5,-10.2
CC(OC(=O)CN1C(=O)c2ccccc2C1=O)C(=O)NC1CCCCC1 (stereo unspecified),1.7,1.4,-1.4,0.4,1.4,-2.3,3.4,-0.7,1.8,3.4,-12.9
Cc1cc(C)c(N(C(=O)Cn2nnc3ccccc32)C(C(=O)NC(C)(C)C)c2ccsc2)c(C)c1 (stereo unspecified),5.7,-0.1,0.1,-0.3,-1.9,0.4,-0.3,-2.7,3.5,-0.3,-6.3
O=C(O)c1cc(S(=O)(=O)N2CCCCC2)sc1Cl,-4.3,2.9,-2.0,0.7,4.0,0.2,-4.2,-2.4,219.2,0.3,-6.8
COc1cc2c(cc1OC)C(C)N(CC(=O)Nc1ccc(S(=O)(=O)N3CCCC3)cc1)CC2 (stereo unspecified),2.8,0.1,0.4,0.0,2.7,-0.7,12.0,2.9,-2.9,/,-4.7
O=C(O)c1ccc2cccnc2c1O,-8.4,2.8,-2.7,0.9,0.3,2.3,-25.0,0.6,3.0,-2.7,-2.0
CC(=O)Nc1ccccc1/C=C/c1ccc2c(C)ccc(O)c2n1,0.1,2.8,2.7,-2.4,0.7,3.9,-11.5,3.6,4.4,0.2,-4.6
COc1cccc(C(=O)NCCS(=O)(=O)NC(C)CCc2ccccc2)c1 (stereo unspecified),8.9,4.3,6.5,-3.2,0.0,-1.2,-37.5,10.9,1.5,0.4,11.0
C=CC[C@H](CC(=O)N(CCO)Cc1ccccc1)C(=O)N[C@H](COC(=O)[C@H](CC=C)CC(=O)OC(C)(C)C)Cc1c[nH]c2ccccc12,23.6,1.0,-2.3,-0.7,2.9,-2.6,8.4,-2.0,/,0.2,6.4
O=C(CSc1cn(CCNC(=O)c2ccccc2)c2ccccc12)NCc1ccco1,5.4,2.4,-1.2,-0.6,-0.7,-4.4,-10.1,10.2,-14.7,0.3,8.1
NC(=O)NC(=O)C(Nc1ccc2c(c1)CCC2)c1ccccc1 (stereo unspecified),0.6,3.0,-1.9,0.9,1.1,1.5,4.6,-7.5,-14.5,1.3,-13.7
Cc1ccnc(SCCn2c(N3CCCCC3)nc3c2c(=O)n(C)c(=O)n3C)n1,-7.9,/,-3.1,0.8,0.2,1.0,-40.0,-12.6,913.0,-4.2,-23.2
CC(=O)C1=C(C)Nc2ncnn2C1c1ccc(C)cc1 (stereo unspecified),-7.0,1.8,0.5,2.5,-0.4,2.7,-1.7,5.8,107.6,0.5,5.3
N#C/C(=C/c1cn(-c2ccccc2)nc1-c1cccc(OCc2ccccc2)c1)C(=O)NCCCn1ccnc1,6.1,4.2,1.6,-2.2,-0.3,-0.9,-28.5,3.5,10.8,0.7,-5.7
COc1ccccc1C(=O)NNc1ncc(C)s1,-4.4,2.8,9.1,-2.8,0.3,3.0,1.2,-8.7,35.4,0.0,-8.5
Clc1ccc(NC2=NCCCCC2)cc1,0.6,2.1,4.5,1.2,1.3,-1.3,-11.0,5.3,26.0,-0.2,2.6
CC1CCN(C(=O)CSc2nnc(Cc3cccn3C)n2CCc2ccccc2)CC1,-0.7,-0.5,-1.7,-1.2,2.1,2.5,4.8,1.7,-5.5,1.9,-1.6
CCC/C(C#Cc1cc(OC)cc(OC)c1)=C1/c2ccccc2C(=O)N1c1ccccc1,-6.7,0.9,2.8,-0.6,4.9,-2.6,-17.6,-12.7,13.4,-2.1,-7.0
CCOC(=O)c1cc(C)sc1/N=C/C1=C(O)CCCC1=O,0.5,5.1,-3.3,0.3,5.3,0.4,8.1,16.1,-6.7,1.1,-1.8
CN(CCC#N)S(=O)(=O)c1cc2c3c(c1)CCN3C(=O)CC2,7.6,1.4,1.4,1.8,3.9,-4.1,4.6,1.9,8.7,2.3,-5.5
Brc1ccc(OCCN2CCOCC2)cc1,-2.4,0.7,0.9,-1.0,0.3,-1.1,-3.5,3.9,3.4,-0.2,-2.5
CCOC(=O)NC(=O)c1cn(Nc2ccccc2C(F)(F)F)c(=O)[nH]c1=O,0.6,1.9,0.9,1.1,0.6,5.6,-6.9,-0.7,-24.0,-0.8,-0.3
CC(=O)Oc1c(I)cc(I)cc1C(=O)Nc1ccc(Cl)cc1,-10.1,7.8,6.6,11.9*,10.7,-5.0,-24.2,2.4,0.4,-0.8,-0.3
COC(=O)c1ccc(NC(=O)c2ccc3nc(C)sc3c2)cc1,-1.7,-2.3,4.1,0.5,5.7,0.6,-20.1,-1.6,24.0,0.7,-0.4
Cn1c(=O)c(=O)n(C)c2cc(S(=O)(=O)N3CCc4ccccc43)ccc21,-4.9,-0.6,1.2,3.5,3.0,2.2,1.2,-6.5,-5.9,-0.6,-0.3
COc1ccccc1C(=O)N1CCN(Cc2nc(CC3CC3)no2)CC1,-21.6,3.3,-2.7,-2.1,-0.7,-0.8,-35.1,0.1,/,-0.8,-7.2
CC1CN(c2nc(-c3ccccc3)nc3ccccc23)CC(C)O1 (stereo unspecified),-5.7,1.6,3.9,0.9,3.3,-7.6,9.2,-8.6,334.1,5.5,-15.4
Cc1ccccc1CNC(=O)CC1C(=O)NCCN1CC1CCCCC1 (stereo unspecified),-10.7,4.0,-0.9,-1.5,1.7,0.5,4.8,-6.1,-0.6,-1.6,4.1
CCCC(=O)Nc1ccc(C(=O)NNC(=O)c2cccc([N+](=O)[O-])c2)cc1,3.1,2.7,/,-0.7,2.6,/,/,/,-9.4,-1.0,/
O=C(NCCN1CCOCC1)c1ccc2c(c1)N(Cc1ccc(Cl)cc1)CCS2,-0.3,3.3,-0.3,-1.0,1.5,2.2,0.9,-14.0,-4.0,0.9,4.8
